# Screening results (PubChem BioAssay)
# Shiga toxin inh: A qHTS for Small Molecule Inhibitors of Shiga Toxin; 9.2% of 290,000 active; Vero cells, Shiga toxin protein synthesis inhibition reporter; inhibition, % at 38.7 µM; AID 2315, 2010; in the data active = inhibition mostly above about 28%, no sharp cut-off; inactive = mostly below about 43%; note: 0% is about no effect
# Giardia FBPA inh: qHTS Assay for Inhibitors of Fructose-1,6-bisphosphate Aldolase from Giardia Lamblia. A8B2U2. purified Giardia FBPA. Potency, µM (highest dose often 59.6 µM), without a hit: top-dose activity, negative = inhibition, most hits filed as inhibitors. 0.71% of 290,000 active. AID 2451, 2010; note: potency is the fitted concentration of half-maximal effect; % is set by controls: 0 for no effect and ±100 for the full control effect; nearly all actives have a fitted effect of over 55% in size
# Target sequence (A8B2U2 whole entry, looked up): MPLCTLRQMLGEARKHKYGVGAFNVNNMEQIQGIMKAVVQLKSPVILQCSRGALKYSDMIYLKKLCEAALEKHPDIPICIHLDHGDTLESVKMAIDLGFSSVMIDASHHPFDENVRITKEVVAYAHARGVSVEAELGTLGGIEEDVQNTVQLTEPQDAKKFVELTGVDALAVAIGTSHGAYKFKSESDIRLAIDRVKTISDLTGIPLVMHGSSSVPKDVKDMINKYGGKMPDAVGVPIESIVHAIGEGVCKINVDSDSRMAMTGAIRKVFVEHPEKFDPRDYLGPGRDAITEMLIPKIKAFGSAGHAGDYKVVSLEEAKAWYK
#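 40 nM FBPA preincubated 10 min at RT with compound (up to 57.5 uM final), then substrate plus GAPDH/TPI/NAD/arsenate coupling and diaphorase/resazurin added. Fluorescence read after 20 min at RT, 525/598 nm.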
# HCV inhibitor: qHTS Assay for Inhibitors of Hepatitis C Virus (HCV) | Huh7.5.1 HCVcc-Cre infection, luciferase reporter, 44 h | Potency, µM (doses to about 41.8 µM), for inactives: top-dose activity change, negative = inhibition, actives largely listed as inhibitors | 3.4% of 340,000 active; note: potency is the fitted concentration of half-maximal effect; % is set by controls: 0 for no effect and ±100 for the full control effect
#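 After 44 h co-culture of compound, cells and HCVcc-Cre (~0.5 moi), substrate is added for 15 min at room temperature and luciferase measured over 15 sec. Cells were seeded at 1,000/well and pre-cultured 4 h.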
# Pf growth 48h: Primary qHTS for delayed death inhibitors of the malarial parasite plastid, 48 hour incubation. P. falciparum luciferase growth in erythrocytes, 48 h. Potency, µM (doses to about 28.7 µM), without a hit: at the top dose activity change, negative = inhibition, hits mostly inhibitors. 5.9% of 310,000 active. AID 504832, 2011; note: potency is the fitted concentration of half-maximal effect; % is set by controls: 0 for no effect and ±100 for the full control effect
#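 Compounds are pin-transferred into medium, infected erythrocytes (2% hematocrit, 0.1% parasitemia final) are added, and plates sit one parasite generation at 37 C in 5% CO2. Detection reagent is then added and luminescence measured.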
# CHX counter: Cycloheximide Counterscreen for Small Molecule Inhibitors of Shiga Toxin; 12% of 300,000 active; cell reporter, cycloheximide protein synthesis inhibition counterscreen; max response, %; in the data active = max response mostly above about 13%, no sharp cut-off; inactive = mostly below about 14%; note: read at 38.3 µM for the half of the compounds with a filed dose; 0% is about no effect
# Pf growth 96h: Primary qHTS for delayed death inhibitors of the malarial parasite plastid, 96 hour incubation; 6.9% of 320,000 active; Potency, µM (highest dose often 28.7 µM), inactives show at the highest dose activity change, negative = inhibition, usual class: inhibitors; P. falciparum luciferase reporter growth, 96 h; note: potency is the fitted concentration of half-maximal effect; % is set by controls: 0 for no effect and ±100 for the full control effect
#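 Infected RBCs, 2% Hct / 0.05% parasitemia final; luciferase-reporter P. falciparum; cpd 96 h, 37 C, 5% CO2; luciferase detection reagent; luminescence.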
# * marks the source's active call; other numbers are inactive results; i = inactive; u = inconclusive; x = not tested or not shown; & = joins results of further samples; [ ] = remark or other dose. Unless noted, calls come from the whole dose curve; as a rule, active = well fitted curve in the direction sought with a large enough effect; inconclusive = small, poorly fitted or top-dose-only effect, or another doubt; inactive = no such curve, though single readings can be large; an effect the other way counts as inactive or inconclusive.
1) COc1ccc(CC(=O)Nc2ccc(N3CCCC3)c(C)c2)cc1
2) CCN(C(=O)c1ccccc1F)c1nc(-c2ccc(OC)cc2)cs1
3) Cc1cc(N2CCOCC2)c2c(N)c(C)cc(C)c2n1
4) O=C(c1cc2c(=O)n3ccccc3nc2s1)N1CCN(Cc2ccccc2)CC1
5) O=C(Nc1ccccc1Br)C1CCCN1S(=O)(=O)c1cccc2nsnc12 (stereo unspecified)
6) CCCCCn1c(=O)[nH]c2cc(C(=O)NCc3ccc4c(c3)OCO4)ccc2c1=O
compound no.	1	2	3	4	5	6
Shiga toxin inh	26	51*	18	17	13	-9
Giardia FBPA inh	-14%	-6%	4%	4%	x	8%
HCV inhibitor	-24%	u	-5%	1%	-13%	-14%
Pf growth 48h	u	4%	0%	-2%	-2%	46%[activator]
CHX counter	12	44*	-4	-3	-1	1
Pf growth 96h	u	-23%	-17%	-20%	u	u

7) O=S(=O)(c1ccc(-c2csc(-c3cccnc3)n2)cc1)N1CCOCC1
8) C=CCOC(=O)C1=C(C)NC(SCC(N)=O)=C(C#N)C1c1cccs1 (stereo unspecified)
9) CN(C)C(=O)N1CCN(C(=O)c2ccccc2Sc2ccccc2C#N)CC1
10) C=CCn1c(SCC(=O)Nc2nc(C)cs2)nnc1C(C)NC(=O)c1ccccc1Cl (stereo unspecified)
11) Nc1c(C(=O)CSc2n[nH]c(-c3ccccc3Br)n2)c(=O)[nH]c(=O)n1C1CC1
12) O=C(N/C(=C/c1cn(-c2ccccc2)nc1-c1ccccc1)C(=O)N1CCOCC1)c1ccccc1
compound no.	7	8	9	10	11	12
Shiga toxin inh	-2	-8	7	5	x	1
Giardia FBPA inh	1%	4%	-2%	-23%	x	0%
HCV inhibitor	-10%	-19%	19%	-17%	6%	0%
Pf growth 48h	u	-14%	24%	-4%	u	34%[activator]
CHX counter	11	-4	5	5	x	0
Pf growth 96h	3%	u	x	5%	-27%	-2%

13) Cc1ccc(NC(=O)c2ccn(C)n2)c(Br)c1
14) Cc1ccc(C(=O)C2C(c3cccs3)NC(=O)NC2(O)C(F)(F)F)cc1 (stereo unspecified)
15) CCC1=NN(C(=O)COc2ccccc2)C(O)(c2ccc(Br)cc2)C1 (stereo unspecified)
16) CCN1C(=O)/C(=C/C=C2\N(CC)c3cc(S(=O)(=O)N(C)C)ccc3N2c2ccccc2)SC1=S
17) CC(O)CNc1ccc(-c2nn(C)c(=O)c3ccccc23)cc1[N+](=O)[O-] (stereo unspecified)
18) CCN(CC)S(=O)(=O)c1cccc(S(=O)(=O)c2cccc(S(=O)(=O)N(CC)CC)c2)c1
compound no.	13	14	15	16	17	18
Shiga toxin inh	163*	14	29	15	-5	20
Giardia FBPA inh	0%	1%	1%	-21%	-3%	-2%
HCV inhibitor	u	13%	-8%	u	2%	11µM*
Pf growth 48h	423%[activator]	-6%	u	u	u	u
CHX counter	81*	-2	2	1	1	-4
Pf growth 96h	5%	22%	u	13µM*	-24%	u

19) O=C(NNC(=O)C1CC(=O)N(Cc2ccccc2)C1)c1ccc(F)cc1 (stereo unspecified)
20) CNc1c(NS(=O)(=O)c2ccc(CC(C)C)cc2)c(=O)oc2ccccc12
21) O=C(c1coc(=O)c(Br)c1)N1CCC(C(O)(c2ccccc2)c2ccccc2)CC1
22) CC(Cl)C(=O)NNC(=O)CNS(=O)(=O)c1ccccc1 (stereo unspecified)
23) Cc1cc2c(c(=O)n1Cc1ccccc1)C1O[C@](c3ccsc3)(Cc3ccccc31)O2
24) Cc1cc(C)c(OCC(=O)Nc2ccc(N3CCOCC3)cc2)c(Br)c1
compound no.	19	20	21	22	23	24
Shiga toxin inh	x	-12	-11	31	i	-38
Giardia FBPA inh	x	0%	7%	9%	u	x
HCV inhibitor	12%	9%	u	6%	x	x
Pf growth 48h	-20%	3%	40%[activator]	-33%	1.2µM*	-10%
CHX counter	x	1	-2	8	-3	-3
Pf growth 96h	10%	124%[activator]	30%[activator]	226%[activator]	u	19%

25) CC(C)C[C@H](NC(=O)c1nc[nH]c1C(=O)NCC(=O)OC(C)(C)C)C(=O)OC(C)(C)C
26) c1ccc(-c2nnc(N3CCOCC3)c3ccccc23)cc1
27) CCOC(=O)C1=C(NC(=S)NC(=O)c2ccccc2)c2ccccc2CC1(C)CC (stereo unspecified)
28) Cc1cccc(NC(=O)CN(C)S(=O)(=O)c2cnc[nH]2)c1
29) CCn1cc(C(=O)NCC(OC)OC)c(=O)c2cc(S(=O)(=O)N(C)C3CCCCC3)ccc21
30) O=C(CSc1nc2ncc(Br)cc2[nH]1)Nc1ccccc1-c1ccccc1
compound no.	25	26	27	28	29	30
Shiga toxin inh	3	-1	27	-27	1	6
Giardia FBPA inh	-22%	-9%	-8%	1%	7%	u
HCV inhibitor	-10%[8.37 µM]	-6%	u	5%	-8%	-1%
Pf growth 48h	u	75%[activator]	-10%	46%[activator]	u	-5%
CHX counter	-3	14	9	-4	-1	-1
Pf growth 96h	u	16%	u	1%	14%	u

31) Cc1cc2c(cc(C(=O)O)n2C)s1
32) Cc1ccccc1C(=O)N1CCN(c2ccc(NC(=S)NC(=O)c3ccco3)cc2)CC1
33) CC(C)c1csc(CN2CCC(CO)(Cc3ccccc3)CC2)n1
34) O=C(CN1C(=O)c2ccccc2C1=O)OCC(=O)c1ccccc1
35) c1ccc(CCc2nc(-c3cccnc3)no2)cc1
36) COc1ccc(C(=O)COc2ccccc2C#N)cc1
compound no.	31	32	33	34	35	36
Shiga toxin inh	-13	-3	22	x	53*	60*
Giardia FBPA inh	6%	-27%	-12%	x	0%	-3%
HCV inhibitor	27%	6%	u	9%	11µM*	u
Pf growth 48h	x	u	24%	1%	42%[activator]	80%[activator]
CHX counter	-3	1	9	x	22*	28*
Pf growth 96h	56%[activator]	-27%	6%	u	u	51%[activator]

37) Nc1nnc(SCC(=O)N2CCc3ccccc3C2)s1
38) COCCCn1c(N)c(-c2nc3ccccc3n2C)c2nc3ccccc3nc21
39) Cc1ccc(C(=O)Nc2ccc3cn[nH]c3c2)cc1S(=O)(=O)N1CCCCC1
40) O=C1NC(=O)C2C3c4ccccc4C(c4ccccc43)C12 (stereo unspecified)
41) c1coc(CSSCc2ccco2)c1
42) CN(C)C=NC(=O)/C(C#N)=C1\CCc2ccccc2N1
compound no.	37	38	39	40	41	42
Shiga toxin inh	7	13	76*	-3	x	-3
Giardia FBPA inh	2%	1%	-10%	-1%	x	-3%
HCV inhibitor	7%	u	-20%	13%	3%	-14%
Pf growth 48h	u	u	-9%	18%	u	2%
CHX counter	11	0	38*	-3	x	-4
Pf growth 96h	454%[activator]	x	x	x	-15%	21%

43) COc1ccccc1C(=O)Nc1nnc(S(=O)(=O)N(C)Cc2ccccc2)s1
44) O=C(Nc1cccs1)NC1CCCC1
45) Cc1nc(SC2CC(=O)N(c3ccccc3)C2=O)n[nH]1 (stereo unspecified)
46) COC(=O)C1=C(C)C(c2ccc(OC)cc2)NC(=O)N1 (stereo unspecified)
47) CCOC(=O)N1CCN(C(=O)CSc2ncnc3ccccc23)CC1
48) CCCCOc1ccccc1NC(=O)C=C(C)C
compound no.	43	44	45	46	47	48
Shiga toxin inh	-5	95	17	6	-5	-9
Giardia FBPA inh	x	12%	u	9%	1%	6%
HCV inhibitor	u	-4%	11%	8%	-12%	u
Pf growth 48h	5%	x	16%	21%	-1%	4%
CHX counter	11	25*	10	-2	-5	-3
Pf growth 96h	15%	x	u	u	u	77%[activator]

49) O=C(O)C1CCCN1C(=O)c1cncc(Br)c1 (stereo unspecified)
50) COc1ccc(/C=N/NC(=O)c2ccncc2)c(C(=O)O)c1OC
51) O=C(CN1CCN(c2ccc(C(F)(F)F)cn2)CC1)NCc1ccc2c(c1)OCO2
52) COc1ccc(NC(=O)c2nn(C34CC5CC(CC(C5)C3)C4)cc2[N+](=O)[O-])cc1
53) Fc1ccc(CN2CCN(c3ncccn3)CC2)cc1
54) NC(=O)CSCc1c(Cl)cccc1Cl
compound no.	49	50	51	52	53	54
Shiga toxin inh	2	24	14	-22	-13	3
Giardia FBPA inh	1%	-6%	-6%	-4%	-23%	-3%
HCV inhibitor	-5%	12%	u	11%	24%	4%
Pf growth 48h	5%	-2%&2%	0%	4.7µM*	x	17%
CHX counter	-5	-2	8	-3	-2	-2
Pf growth 96h	x	-11%&19%	u	-1%	u	x

55) COc1cccc(CN2CC(C(=O)NCc3cccc(Cl)c3)CCC2=O)c1 (stereo unspecified)
56) Cc1ccc(-n2nc3c(=O)n(CCCC(=O)NCc4ccc(F)cc4)nc(C)c3c2C)cc1
57) COC(=O)c1cn[nH]c1NC(=S)Nc1ccccc1C
58) CC1CCN(S(=O)(=O)c2cccc(C(=O)O)c2)CC1
59) C/C(=N/NC(=O)c1ccoc1C)C12CC3CC(CC(C3)C1)C2
60) NC(=O)CNC(=O)c1ccc(Cl)cc1
compound no.	55	56	57	58	59	60
Shiga toxin inh	11	-8	92*	-13	5	-7
Giardia FBPA inh	-5%	6%	-6%	16%	-5%	4%
HCV inhibitor	13%	-22%	11%	2%	7%	0%
Pf growth 48h	u	8.3µM*	129%[activator]	x	96%[activator]	7%
CHX counter	-2	7	45*	-1	39*	-3
Pf growth 96h	4%	13%	132%[activator]	-12%	x	10%

61) Cc1ccsc1/C=N\NC(=O)CCc1c(C)n[nH]c1C
62) CC(C)COC(=O)N1CC(O)CC1C(=O)O (stereo unspecified)
63) CCOC(=O)c1c(N)sc2c1CCS(=O)(=O)C2
64) CCOC(=O)c1cc(C(=O)OCC)c2cc(Br)ccc2n1
compound no.	61	62	63	64
Shiga toxin inh	-11	-24	-9	-13
Giardia FBPA inh	1%	0%	-16%	-6%
HCV inhibitor	12%	0%	u	4%
Pf growth 48h	0%	-2%	4%	13%
CHX counter	-2	0	-5	-1
Pf growth 96h	83%[activator]	u	u	x
